# Tb PFK block – inhibitors of T. brucei phosphofructokinase; O15648; T. brucei PFK, ADP-Glo luminescence; Potency, µM (series often up to 57.5 µM), for the others: at the highest dose activity, negative = inhibition, hits mostly inhibitors; hit rate 0.17% among 330,000; AID 485367;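 note: potency is the fitted concentration of half-maximal effect; 0% = uninhibited 1x PFK enzyme wells and -100% = no-enzyme wells; nearly all actives have a fitted effect of over 60% in size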
# Target sequence (O15648 whole entry, looked up): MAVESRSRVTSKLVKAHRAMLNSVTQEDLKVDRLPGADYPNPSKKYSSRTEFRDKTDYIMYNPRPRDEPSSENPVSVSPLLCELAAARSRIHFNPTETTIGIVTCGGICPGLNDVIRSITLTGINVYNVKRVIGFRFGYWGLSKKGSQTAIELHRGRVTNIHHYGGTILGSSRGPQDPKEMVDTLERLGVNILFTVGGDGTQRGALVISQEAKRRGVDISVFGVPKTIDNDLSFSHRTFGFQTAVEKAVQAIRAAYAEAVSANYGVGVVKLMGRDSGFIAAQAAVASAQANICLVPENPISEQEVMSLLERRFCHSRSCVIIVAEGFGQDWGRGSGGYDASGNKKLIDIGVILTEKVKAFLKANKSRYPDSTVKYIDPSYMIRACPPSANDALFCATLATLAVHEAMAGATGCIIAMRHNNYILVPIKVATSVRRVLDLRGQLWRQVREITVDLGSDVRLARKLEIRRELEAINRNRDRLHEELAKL
#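 In TEA buffer at pH 8.0 with 5 mM MgCl2, enzyme (1.25 nM) converted F6P (0.5 mM) and ATP (0.1 mM) for 45 min at room temperature. ADP product was read by luciferase luminescence.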
# ELG1 repair inh – ELG1-dependent DNA repair inhibition; HEK293T ELG1-luciferase reporter, luminescence, 16 h; DNA damage induced by 5-fluorouridine; Potency, µM (doses to about 46.1 µM), inactives show at the highest dose activity change, negative = inhibition, usual class: inhibitors; hit rate 2.3% among 330,000; note: potency is the fitted concentration of half-maximal effect; % is set by controls: 0 for no effect and ±100 for the full control effect; nearly all actives have a fitted effect of over 55% in size
#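 HEK293T cells expressing luciferase-tagged ELG1 (2,000/well) received 5-Fluorouridine plus compound or DMSO for 16 hr at 37 °C. Luciferase was read by ONE-Glo luminescence after 30 min at room temperature.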
# TSHR antagonist – human thyrotropin receptor antagonism; P16473; TSHR-expressing cells, TSH-stimulated cAMP HTRF, 2 h; stronger effect = lower value; activity change, negative = inhibition, % at 11.5 µM; hit rate 0.2% among 330,000;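 active = activity change below a set negative limit, meaning inhibition stronger than a set level, cut at about -70% in these data; inconclusive = activity change between two set negative limits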; note: % is set by controls: 0 for no effect and ±100 for the full control effect
#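 Cell-based HTRF cAMP assay; TSHR cells + compound, TSH EC80 (4nM final), 2 h, 37 deg C. Lysis with anti-cAMP cryptate and cAMP-d2, 30 min RT, read 665/620 nm.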
# AT treatment – candidate therapy for ataxia-telangiectasia; […] A-T fibroblasts, KAP-1 phosphorylation AlphaLISA; neocarzinostatin DNA damage 30 min before lysis; Potency, µM (top dose mostly 57.5 µM), for inactives: at the highest dose activation, most hits filed as activators; hit rate 0.19% among 320,000; AID 485349; note: potency is the fitted concentration of half-maximal effect; % of control where 0% means no effect; nearly all actives have a fitted effect of over 45% in size
#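 hTERT-immortalized A-T patient fibroblasts ([…]), 500 cells/well in OPTI-MEM, 1% FBS, got compounds for 60 min, then NCS for 30 min at 37C. Lysates were then assayed for phospho-KAP-1 by AlphaLISA (anti-pKAP1 donor, anti-KAP1 acceptor beads), 6 hr at 25C.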
# Eya2 phos inh – inhibitors of human Eya2 phosphatase activity | recombinant Eya2, OMFP fluorescence dephosphorylation (OMFP is methylfluorescein phosphate) | hit rate 0.006% among 330,000 | AID 488837 | Potency, µM (titrated, usually from 76.9 µM), inactives show at the highest dose activity, negative = inhibition, usual class: inhibitors | O00167; note: potency is the fitted concentration of half-maximal effect; % is set by controls: 0 for no effect and ±100 for the full control effect
# Target sequence (O00167 whole entry, looked up): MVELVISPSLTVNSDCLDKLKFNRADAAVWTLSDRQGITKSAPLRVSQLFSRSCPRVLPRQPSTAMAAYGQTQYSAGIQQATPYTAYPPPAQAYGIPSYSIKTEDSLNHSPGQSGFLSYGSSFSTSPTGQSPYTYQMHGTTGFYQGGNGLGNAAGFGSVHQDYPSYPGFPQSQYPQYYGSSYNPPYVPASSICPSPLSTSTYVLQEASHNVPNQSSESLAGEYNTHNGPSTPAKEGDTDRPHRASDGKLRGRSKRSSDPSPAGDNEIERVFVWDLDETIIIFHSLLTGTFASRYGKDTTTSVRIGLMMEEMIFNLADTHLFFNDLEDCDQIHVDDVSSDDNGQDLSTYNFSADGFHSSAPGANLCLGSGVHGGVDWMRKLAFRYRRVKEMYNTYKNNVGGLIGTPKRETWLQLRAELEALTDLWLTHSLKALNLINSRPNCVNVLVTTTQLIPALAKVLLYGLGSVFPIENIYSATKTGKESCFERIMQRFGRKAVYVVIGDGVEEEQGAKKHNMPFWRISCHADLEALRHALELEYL
#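 Eya2 protein (added as 0.2 uM solution) was preincubated with compound for 10 min at ambient temperature in 50 mM HEPES pH 7.5, 50 mM NaCl, 5 uM MgCl2, 0.05% BSA, 1 mM DTT. OMFP (added at 50 uM) then reacted 10 min; fluorescence read at 485/525 nm.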
# Chronic BCR inh – blocks chronic active B-cell receptor signaling | hit rate 0.05% among 340,000 | ABC-DLBCL IkBa-CBG/CBR reporter, luminescence ratio, 4 h | AID 493014 | Potency, µM (top dose mostly 46.1 µM), for inactives: top-dose ratio change, negative = lower green/red ratio, most hits filed as inhibitors; active = well fitted inhibition curve with a large enough effect in the signal ratio, with a control signal flat, not every such curve was filed as active; inconclusive = small, poorly fitted or top-dose-only effect, or effect the other way, or a change in a side signal; the % refers to the signal ratio;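 note: potency is the fitted concentration of half-maximal effect; plate controls were basal doxycycline-induced cells for no effect and cells given 10 µM MG132 for full effect; MG132 reads +100%, hits lower the ratio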
#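 Cell line TMD8 (human ABC DLBCL), stably expressing tet-inducible CBG68-IkBa fusion and CBR; IMDM/0.5% FBS; cpd up to 46 uM; dox induction, 4 h, 37C/5% CO2; dual luminescence; green/red ratio; MG132 control.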
# a7 integrin act – activators of alpha7 integrin expression for muscular dystrophy; alpha7betagal myoblasts, beta-gal FDG fluorescence, 48 h; Potency, µM (doses to about 38.3 µM), inactives show top-dose activation, actives largely listed as activators; hit rate 0.064% among 350,000;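 note: potency is the fitted concentration of half-maximal effect; 100% = response of the positive control SU9516; nearly all actives have a fitted effect of over 60% in size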
#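 Alpha7betagal+/- myoblasts (passage 13) were plated 16-24 hr, then exposed to compounds (1:260 dilution of DMSO stock) for 48 hours at 37C. After MPER lysis, β-galactosidase reporter activity was read as FDG fluorescence (ex 480/em 540) after 30 minutes.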
# PTAP TSG101 blk – blocks PTAP/TSG101 interaction to inhibit HIV-1 budding | Q99816 | Fluorescence polarization, FITC-PTAP peptide / Tsg101 binding | Potency, µM (series often up to 115 µM), for the others: top-dose activity change, negative = inhibition, actives largely listed as inhibitors | 340,000 tested, under 10 active; active = well fitted inhibition curve with a large enough effect in the main read-out, with a control signal flat, not every such curve was filed as active; inconclusive = small, poorly fitted or top-dose-only effect, or effect the other way, or a change in a side signal; inactive = no such curve, though single readings can be large or run the other way; note: potency is the fitted concentration of half-maximal effect; % of control where 0% means no effect
#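 FP read-out: FITC-PTAP peptide, 50 nM final, binding Tsg101 binding domain, 10 uM final; 20 min, r.t.; 10 mM HEPES pH 7.5, 0.15 M NaCl, 0.01% Tween 20, 3 mM EDTA, 0.1 mM TCEP.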
# TCR activator – activates T cell receptor signaling; primary human leukocytes, anti-CD3, IL-2 HTRF, 48 h; Potency, µM (top dose mostly 9.22 µM), inactives show at the top dose activation of IL-2 secretion, actives largely listed as activators; 330,000 tested, under 10 active; AID 504894; note: % of control where 0% means no effect
#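 Compounds are tested in HTS on primary human leukocytes co-incubated with a-CD3 beads for 48 hr. IL-2 output is measured by time-resolved FRET.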
# S-ASM inh – human S-ASM enzyme inhibition | AID 504937 | P17405 | hit rate 0.006% among 340,000 | placental ASM, HMU-PC fluorogenic substrate, 60 min | Potency, µM (titrated, usually from 57.5 µM), for inactives: top-dose activity change, negative = inhibition, most hits filed as inhibitors; note: potency is the fitted concentration of half-maximal effect
#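 Steps: dispense placental human ASM, pin compound, wait 10 min at room temperature, add HMU-PC0 substrate at 9 uM final, incubate 60 min at 37 °C, add stop solution raising pH to 10, read fluorescence.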
# Mito fusion yeast – inhibitors of mitochondrial division or activators of mitochondrial fusion | S. cerevisiae fusion-defective mutant growth rescue, CellTiterGlo 48 h | Potency, µM (highest dose often 46.1 µM), for the others: top-dose growth rescue (activation), hits mostly activators | hit rate 0.23% among 320,000 | AID 485298;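 note: potency is the fitted concentration of half-maximal effect; % of control where 0% means no effect; nearly all actives have a fitted effect of over 45% in size; temperature-sensitive fusion mutants such as fzo1-1 at 37 °C on non-fermentable ethanol glycerol medium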
#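 Luminescent cell viability in 1536-well qHTS format served as the measure of rescued growth in ts fusion-mutant S. cerevisiae cultured on non-fermentable YPEG for 48 hours at 37C.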
# * marks the source's active call; other numbers are inactive results; i = inactive; ? = inconclusive; nt = not tested or not shown; [ ] = dose if it differs, or a comment. Unless noted, calls come from the whole dose curve; as a rule, active = well fitted curve in the direction sought with a large enough effect; inconclusive = small, poorly fitted or top-dose-only effect, or another doubt; inactive = no such curve, though single readings can be large; an effect the other way counts as inactive or inconclusive. No enrichment for hits. Share with any hit: about 3.2%.
SMILES,Tb PFK block,ELG1 repair inh,TSHR antagonist,AT treatment,Eya2 phos inh,Chronic BCR inh,a7 integrin act,PTAP TSG101 blk,TCR activator,S-ASM inh,Mito fusion yeast
Nc1c(S(=O)(=O)c2ccccc2)c2nc3ccccc3nc2n1Cc1ccco1,10%,-3%,9,22µM*,?,?,0%[7.66 µM],-7%,3%,i,5%
CCOc1ccccc1-n1nnnc1SCc1nc2ccccc2s1,4%,?,10,10%,4%,-23%,17%,0%,-2%,-5%,-1%
O=C(O)CCc1ccc(-c2ccc(F)cc2)n1Cc1ccco1,-6%,0%,-15,2%,19%,3%,4%,-2%,nt,10%,2%
CCCCc1nnc(NC(=O)C2CC(=O)N(Cc3ccccc3)C2)s1 (stereo not drawn),-1%,-3%,-1,5%,1%,-4%,8%,-2%,9%,-2%,0%
CCNC(=O)CSc1nc2cc([N+](=O)[O-])ccc2n1-c1cccc(C(F)(F)F)c1,0%,?,3,-2%,2%,-5%,-16%,-4%,-2%[46.1 µM],-1%,-2%
CCN(CC(=O)Nc1c(F)cccc1F)C(=O)c1cc2ccccc2oc1=O,-2%,?,29,1%,2%,?,-20%,0%,-3%,4%,-4%
O=c1c(-c2ccccc2)c(-c2ccccc2)oc2cc(O)cc(O)c12,-7%,-22%,10,16%,15%,?,-7%,-5%,0%,-24%,-13%
CCOC(=O)c1nn(-c2ccc(F)cc2)c(=O)cc1OCC(=O)N1CCN(c2ccccc2)CC1,5%,0%,1,-2%,7%,-7%,4%,4%,10%,1%,6%
CC(OC(=O)c1ccc(Cl)c(S(N)(=O)=O)c1)C(=O)NCC1CCCCC1 (stereo not drawn),10%,-2%,33,-6%,9%,-7%,9%,-8%,nt,1%,3%
CN(C)CC(=O)N1CCc2ccccc2C1,-4%,11%,-4,-3%,3%,-17%,14%,-5%,5%,1%,1%[9.22 µM]
COc1cccc(CC(NC(C)=O)C(=O)NC2CCN(c3nc(C)cc(C)c3C#N)CC2)c1 (stereo not drawn),2%,?,-2,1%,11%,-11%,0%,-3%,-137%,6%,0%
CC1(NC(=O)C2CCN(C(=O)Nc3ccccc3)CC2)CCS(=O)(=O)C1 (stereo not drawn),0%,19%,3,-1%,-7%,-10%,6%,0%,-5%,-1%,-1%
COc1ccc(N=Cc2c(O)cc(C)oc2=O)cc1,1%,-2%,28,7%,12%,-2%,-3%,0%,-2%,-1%,1%
FC(F)(F)c1cccc(-c2nc(COc3ccc(Cl)cc3Cl)no2)c1,5%,3%,-10,14%,-3%,?,15%,-5%,-3%,-2%,10%
Cc1ccccc1Nc1nc(N)nc(COC(=O)c2c(C)noc2C)n1,-3%,?,-2,12%,-9%,?,-15%,4%,-7%[46.1 µM],1%,nt
CN(CCCNC(=O)Cn1cccc1C(=O)c1ccccc1)C1CCCCC1,7%,-4%,-8,7%,12%,?,-5%,-1%,-2%,1%,-1%
Cc1nc2ccccc2c(=O)n1NC(=O)C1CC1,0%,11%,7,-5%,6%,0%,3%,0%,0%,3%,1%
N#C/C(=C(/O)CSc1nnc(Cc2cccs2)n1C1CCCCC1)c1nc2ccccc2[nH]1,-7%,?,-8,-23%,-2%,?,?,-6%,-2%,32%[activator],?
Cc1c(C(=O)c2ccc(F)cc2)c2ccccn2c1CCc1ccccn1,1%,-6%,2,1%,5%,0%,0%,-7%,6%,-11%,-2%
O=S(=O)(c1ccc2ccccc2c1)N1CCCCCC1,-6%,?,41,11%,-13%,?,-2%,0%,4%,2%,?
Cc1cccc(C(C(=O)NC2CCCCC2)N(Cc2cccnc2)C(=O)c2csnn2)c1 (stereo not drawn),2%,7%,0,4%,3%,-6%,0%,1%,0%,0%,6%
O=C(NC(=O)N1CCN(c2ccc([N+](=O)[O-])cn2)CC1)c1c(Cl)cccc1Cl,-2%,24%,11,11%,1%,-2%,-3%,-1%,2%,2%,-1%
Cc1ccccc1NC(=O)Cc1cccs1,1%,0%,-3,10%,-29%,-2%,4%,-3%,2%,3%,2%
CCCCOC(=O)Nc1nnc(CC(=O)NCc2ccccc2)s1,4%,-1%,35,3%,-1%,2%,9%,-2%,-6%,5%,1%
CCC(C)C(NC(=O)C1CCC(C)CC1)C(=O)NCCc1ccc(S(N)(=O)=O)cc1 (stereo not drawn),5%,-8%,1,-13%,5%,3%,?,-1%,0%,-4%,-4%
Cc1c(C(=O)N2CCCc3ccccc32)oc2ccc(S(=O)(=O)N3CCOCC3)cc12,-7%,?,-5,1%,13%,-1%,-29%,-3%,6%,-2%,1%
C=CCOc1ccc(/C=C(\C#N)C(=O)Nc2ccccn2)cc1OC,2%,13%,3,-4%,-6%,?,-21%,-8%,-2%,72%[activator],-2%
CCOC(=O)c1c(C)[nH]c(C)c1C(=O)CSc1nc2ccccc2n1CCC#N,-3%,-8%,17,-6%,-3%,?,25%,0%,4%[46.1 µM],2%,-2%
CCN(CC)CCCNc1nc(C)cc(COC)c1C#N,-6%,-2%,0,2%,0%,-2%,-2%,1%,1%,8%,-6%
C/C(Cl)=C\Cn1c(O)c(N=NC(N)=S)c2cc(Br)ccc21,0%,-13%,6,-3%,2%,?,-65%[inhibitor],-10%,-3%,-17%,-16%
O=C(CCNC(=O)C1CCN(S(=O)(=O)c2ccccc2)CC1)NCc1cccc(C(F)(F)F)c1,-11%,-7%,-6,12%,1%,-4%,-5%,-6%,-4%,-1%,2%
Cc1ccc(NC2=NC(c3ccccc3)n3c(nc(C)cc3=O)N2)c(C)c1 (stereo not drawn),3%,1%,-8,-2%,-3%,14%,2%,0%,2%,-1%,-1%
CC(=O)Nc1ccc(C2=NNC(=Nc3ccc(S(=O)(=O)N4CCOCC4)cc3)SC2)cc1,?,?,6,-5%,-11%,?,-17%,-7%,1%,-7%,6%
Cc1cc(C)n(Cc2ccc(C(=O)Nc3cccc(Br)c3)o2)n1,-2%,-2%,-4,5%,-1%,5%,-18%,-2%,5%[46.1 µM],-9%,?
COc1ccc(NC(=O)CCCN2C(=O)C(c3ccccc3)Oc3cccnc32)cc1OC (stereo not drawn),1%,-4%,-3,-3%,7%,0%,5%,-4%,6%,1%,-6%
COc1ccccc1C(=O)Oc1ccc(N2C(=O)CCC2=O)cc1,-2%,10%,-1,2%,10%,12%,-50%[inhibitor],-4%,2%,1%,-3%
Cc1c(C(=O)N2CCCCC2)c(S(=O)(=O)N2CCN(c3ccc(F)cc3)CC2)c(C)n1C,2%,2%,12,-8%,-5%,4%,?,-7%,0%,4%,2%
COC(=O)c1cc(S(=O)(=O)N2CCN(c3ccc(F)cc3)CC2)cn1C,0%,-16%,1,8%,-4%,1%,9%,-7%,0%,1%,0%
COC(=O)CSc1nnnn1-c1cccc2ccccc12,-6%,13%,1,-5%,-19%,3%,-4%,-5%,nt,1%,-2%
N=c1sccn1CC(=O)Nc1cccc(S(N)(=O)=O)c1,-17%,0%,13,-19%,-20%,-6%,-45%,-3%,-6%,0%,0%
O=C1OCC/C1=C\OCCCO/C=C1\CCOC1=O,-2%,6%,5,-2%,?,2%,4%,-1%,-7%,0%,0%
Cc1ccc2c(c1)cc(CN(Cc1cccs1)C(=O)c1ccco1)c1nnnn12,1%,?,-13,1%,-25%,-1%,-65%[inhibitor],-5%,nt,-10%,4%
O=C(Cn1cncn1)N/N=C/c1cccc2ccccc12,-6%,-1%,-7,0%,-10%,-1%,-24%,-1%,1%[46.1 µM],0%,-12%
Cc1ccc(NC(=O)CCNS(=O)(=O)c2ccc3c(c2)oc(=O)n3C)cc1C,-3%,6%,-9,5%,10%,1%,18%[7.66 µM],-1%,nt,4%,-4%
